Bioassay records deposited in PubChem BioAssay by several laboratories.
UTI89 phage lysis: inhibition of K1F phage lysis, E. coli UTI89, bacterial capsule biogenesis inhibitors, alamar blue (AID 488966) | E. coli UTI89 K1F phage lysis, alamar blue, 2 h; higher % means a stronger effect | one-dose inhibition, % at 100 µM; IC50 in µM for titrated hits | 340,000 compounds, 0.02% hits;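 active means phage lysis inhibition, versus mean bacterial control, above a set limit; inconclusive means no clear call, values can overlap the other calls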;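 further: capsule biogenesis inhibitors block K1F phage lysis so surviving cells raise fluorescence; higher fluorescence means more inhibition of phage lysis; actives were called in the ten point dose series up to 300 µM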
MgcRacGAP inhibition: MgcRacGAP GTPase-activating activity inhibitors, confirmation, biochemical, ADP Hunter fluorescence. Rac GTPase-activating protein 1 (Homo sapiens). MgcRacGAP-stimulated Rac1 GTP hydrolysis, ADP Hunter fluorescence; higher % means a stronger effect; GST-tagged Rac1 F28L mutant substrate. one-dose inhibition, % at 30 µM; IC50 in µM for titrated hits. 340,000 compounds, 0.6% hits. AID 624330, 2012;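 active means first-screen hits whose inhibition reached a set limit at any dose in the follow-up dose series; inconclusive means inhibition above the set first-screen limit but never retested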;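 further: fluorescence reports GDP produced by GAP-driven GTP hydrolysis; strong numbers were not always called active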
PhoP inhibition: inhibitors of PhoP regulon expression, primary screen, Salmonella Typhimurium, GFP reporter (AID 1863); S. Typhimurium PhoP-regulated promoter GFP reporter, 4 h; higher % means a stronger effect; inhibition, % at 50 µM, or IC50 in µM where a hit was titrated; 300,000 compounds, 0.16% hits;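 active means inhibition over 29.93%, a cutoff 3 SD above the screen mean, later confirmed by dose response; inconclusive means inhibition over 29.93% but no dose response follow-up; inactive means inhibition at most 29.93% or unconfirmed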;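 further: 0% = low Mg2+ inducing control and 100% = high Mg2+ repressing control; strong numbers were not always called active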
RSV antiviral HEp-2: RSV antiviral activity via CPE protection, HEp-2 cells, primary 10 µM value included (AID 2391); 310,000 compounds, 0.13% hits; one-dose CPE inhibition, % at 10 µM; IC50 in µM for titrated hits; HEp-2 cells, RSV-induced CPE inhibition; higher % means a stronger effect; in the data active means a potency from the dose series; inconclusive means CPE inhibition mostly from about 23% at the one dose, without a potency; inactive means the rest, 99 in 100 with CPE inhibition below about 21%; further: strong numbers were not always called active
Large T inhibition: SV40 large T antigen inhibitors, biochemical (AID 1903); SV40 large T antigen ATPase/helicase inhibition assay; higher % means a stronger effect; inhibition, % at 20 µM; hits with a dose series show IC50 in µM; 310,000 compounds, 0.39% hits; in the data active means a potency from the dose series; inconclusive means inhibition mostly from about 32% at the one dose, without a potency; inactive means the rest, 99 in 100 with inhibition below about 32%; further: strong numbers were not always called active
GPR35 antagonists: GPR35 antagonists blocking zaprinast-driven arrestin recruitment, primary screen, imaging, U2OS, beta-arrestin-GFP, zaprinast agonist (AID 2058); inhibition, % at 10 µM, or IC50 in µM where a hit was titrated; U2OS GPR35 beta-arrestin-GFP translocation imaging, zaprinast antagonism; higher % means a stronger effect; G-protein coupled receptor 35 (Homo sapiens); 290,000 compounds, 0.052% hits;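 active means inhibition of at least 50% with at least 30 cells and total cytoplasm GFP at most 10,000,000; inconclusive means under 30 cells or total GFP of 10,000,000 plus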
Dengue-2 NS5 capping: Dengue-2 NS5 methyltransferase inhibitors, primary screen, biochemical, confirmation dose response (AID 588689); 340,000 compounds, 0.3% hits; Genome polyprotein (Dengue virus type 2 (strain 16681-PDK53)); inhibition, % at 25 µM, or IC50 in µM where a hit was titrated; Dengue-2 NS5 methyltransferase capping enzyme assay, biochemical; higher % means a stronger effect; in the data active means a potency from the dose series; inconclusive means inhibition above about 29% without an active follow-up result
HIV fusion peptide: inhibitors of HIV fusion peptide binding, primary screen, biochemical, uHTS, fluorescence dequenching (AID 1986); cell-free peptide binding, fluorescence dequenching, 30 min; higher % means a stronger effect; one-dose inhibition, % at 20 µM; IC50 in µM for titrated hits; 290,000 compounds, 0.3% hits; in the data active means inhibition mostly above about 52%, no sharp cut-off; inactive means mostly below about 76%; further: some results filed as inactive read as strong as hits
GPR55 antagonists: GPR55 antagonists blocking LPI-driven arrestin recruitment, primary screen, imaging, U2OS, beta-arrestin-GFP, LPI agonist (AID 2013). G-protein coupled receptor 55 (Homo sapiens). U2OS GPR55 beta-arrestin-GFP translocation imaging, LPI antagonism; higher % means a stronger effect. inhibition, % at 10 µM, or IC50 in µM where a hit was titrated. 290,000 compounds, 0.13% hits;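 active means spots per cell inhibited over 60%, with over 100 cells counted and total cytoplasm intensity under 500,000; inconclusive means wells with under 100 cells, flagged as likely toxic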;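 further: U2OS cells stably carrying GPR55 and arrestin-GFP stimulated by 5 µM LPI near EC80; imaged beta-arrestin-GFP aggregate spots per cell after agonist stimulation; plate controls were LPI-stimulated DMSO wells for no effect and DMSO wells without LPI for full effect; some results filed as inactive read as strong as hits; confirmed hits need IC50 under 10 µM and bright autofluorescent wells are also inconclusive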
* hit, by the source's call; i = inactive; ? = inconclusive; / = not tested or not shown; & = joins results of further samples; [ ] = dose if it differs, or a comment.

SMILES	UTI89 phage lysis	MgcRacGAP inhibition	PhoP inhibition	RSV antiviral HEp-2	Large T inhibition	GPR35 antagonists	Dengue-2 NS5 capping	HIV fusion peptide	GPR55 antagonists
CC(C)CCNC(=O)C1CCN(S(=O)(=O)c2ccc3c(c2)CC(C)N3C(=O)C2CCC2)CC1 (configuration not stated)	0.6%	12%	-11%	7.3%	9%	-12%	6%	0.6%	11%
Cc1ccc(C)c(N2CCN(S(=O)(=O)c3c(C)[nH]c(C)c3C(=O)N3CCCCC3)CC2)c1	-0.1%	1%	2%	0.8%	2%	9%	-4%	0.8%	-1%
COc1ccc(N2CC(NC(=O)c3ccc4ccccc4c3)CC2=O)cc1OC (configuration not stated)	1.2%[50 µM]	4%	-3%	2.2%	24%	/	-4%	/	/
Cn1c(CSc2ncccn2)nnc1SCC(=O)N1CCCC1	-0.6%	7%	-1%	0.4%	20%	7%	0%	-2.0%	-3%
COc1ccc(OC(=O)CCc2c[nH]c3ccccc23)cc1	0.4%	14%	-7%	1.4%	8%	-9%	-1%	-0.9%	-8%
COc1cccc(-c2[nH]nc3c2C(c2ccc(C)o2)C(C#N)=C(N)O3)c1 (configuration not stated)	/	/	3%	-0.5%	22%	0%	/	8.4%	/
COc1ccccc1Cn1nnc2c(=O)[nH]c(C3CCN(C(=O)c4ccc(C)cc4)CC3)nc21	0.1%	14%	-4%	-1.6%	11%	-6%	-7%	0.5%	-5%
O=C1C2CCCN2C(=O)N1CCCN1CCN(c2ccc([N+](=O)[O-])cc2)CC1 (configuration not stated)	-0.5%	-5%	-2%	-0.2%	11%	-9%	2%	0.4%	4%
O=C(NC1CCCCC1)C(c1ccccn1)N(C(=O)c1csnn1)c1ccccc1 (configuration not stated)	0.0%	9%	-1%	1.4%	9%	0%	-7%	-0.1%	-10%
Cc1ccc(-c2csc(N(Cc3ccco3)C(=O)c3cccs3)n2)cc1	1.6%	11%	-4%	/	12%	13%	-9%	4.9%	1%
Cc1occc1-c1nc(-c2ccncc2)no1	0.0%	-2%	-1%	24%	4%	-1%	-8%	-2.4%	-3%
CCOc1ccc(OCC)c(NC(=O)Cn2c(C)nc3ccccc3c2=O)c1	/	/	5%	0.5%	6%	-16%	/	-3.5%	14%
CCOc1ccc2nc(NC(=O)CSc3nc(-c4ccccc4)c(C#N)c(=O)[nH]3)sc2c1	-1.1%	10%	-2%	/	11%	-8%	22%	11µM*	-4%
COc1ccc(CC(=O)OCC(=O)Nc2ncc(Cl)cc2Cl)cc1OC	2.9%	2%	3%	1.0%	6%	8%	-6%	0.1%	-2%
CC(=O)c1ccc(NC(=O)Nc2ccc(Cl)cc2)cc1	6.2%	4%	-1%	17%	2%	-13%	-24%	-0.3%	10%
OCC[C@H]1C[C@H](O)[C@@H](O)[C@@]2(CCCO2)O1	1.2%	7%	4%	0.1%	3%	/	-9%	/	/
O=C(CNC(=O)c1cccs1)NCC(=O)OCc1c(F)cccc1Cl	/	/	0%	0.4%	8%	12%	/	-0.4%	11%
Cc1nc2ccc(NC(=O)c3nn(CC(C)C)c(=O)c4ccccc34)cc2s1	0.2%	8%	0%	?	-2%	-1%	-8%	2.0%	-1%
CCC(NC(=O)c1ccccc1NC(=O)C(C)(C)C)C(=O)N1CCCC1 (configuration not stated)	0.1%	8%	-2%	0.1%	5%	-6%	-1%	2.0%	-14%
Cn1cc(NC(=O)OCc2ccc(Cl)cc2)c(C(F)(F)F)n1	0.5%	1%	2%	0.0%	-6%	-4%	-4%	2.2%	-21%
NNS(=O)(=O)c1ccc(Sc2ccccn2)c([N+](=O)[O-])c1	-0.7%	5%	-5%	0.4%	8%	-12%	4%	-2.3%	11%
Cc1cc(C)c2c(CC(=O)N(CCC#N)Cc3cccnc3)coc2c1	0.8%	3%	10%	0.6%	12%	-8%	-3%	0.8%	3%
CSC1=NC(C)(C)CC2(C)Nc3ccccc3N12 (configuration not stated)	0.7%	0%	-2%	0.4%	26%	-5%	-8%	152%	11%
C=CCn1c(-c2ccc(C)cc2)nc2ccccc21	?	10%	-3%	1.7%	0%	10%	-2%	1.6%	-33%
O=c1ccc(S(=O)(=O)N2CCC(Cc3ccccc3)CC2)c[nH]1	-0.4%	-3%	-15%	2.8%	8%	-6%	2%	-1.3%	13%
COc1ccc(CC(=O)OCC(=O)N(CC(C)C)c2c(N)n(Cc3ccccc3)c(=O)[nH]c2=O)cc1	0.1%[50 µM]	4%	3%	-0.2%	6%	/	-7%	/	/
O=C(O)CCCCCNC(=O)CSc1nnc(-c2ccco2)n1-c1ccccc1	0.1%	5%	-5%	0.9%	6%	5%	-6%	-0.8%	2%
CC(Sc1nnc(Cc2cccs2)n1C1CCCCC1)C(=O)NCc1ccco1 (configuration not stated)	0.0%	9%	8%	-2.1%	8%	-12%	-9%	4.5%	-15%
O=C(O)C(O)c1ccccc1 (configuration not stated)	2.1%&4.6%	5%&2%	11%&-4%	-0.1%&0.8%	7%&4%	-4%	-8%&-4%	-1.5%	-2%
CCN(Cc1ccccc1)C(=O)C1CCC(CNc2c(N3CCOCC3)c(=O)c2=O)CC1 (configuration not stated)	0.0%	5%	11%	1.4%	3%	6%	-1%	1.4%	0%
Cc1csc(NS(=O)(=O)c2ccc(Cl)cc2)n1	-0.1%	14%	1%	0.2%	5%	37%	-2%	5.8%	22%
CN(C)c1ccc(C(CC(=O)O)NC(=O)c2ccc(Cl)cc2)cc1 (configuration not stated)	0.6%	11%	3%	0.7%	11%	-6%	4%	0.6%	3%
N#Cc1c(NC(=O)c2ccc(-c3ccccc3[N+](=O)[O-])o2)sc2c1CCCC2	2.5%	2%	-11%	15%	4%	-9%	-8%	2.4%	-7%
Cc1cc(NC(=O)CSCC(=O)OCC(=O)Nc2ccc(OC(F)F)cc2)no1	0.9%[50 µM]	7%	/	0.5%	/	/	3%	/	/
CCn1c(=O)cc(SCC(=O)N2CCN(c3ccccc3F)CC2)c2ccccc21	0.0%	3%	10%	-0.5%	4%	7%	-3%	-2.3%	-3%
Cc1ccc(C=Nc2ccccc2C(=O)Nc2ccccc2)cc1	2.8%	4%	1%	-0.1%	12%	-8%	-7%	1.4%	7%
CCOC(=O)C1=C(c2ccccc2)NC(=S)NC1c1ccc(Cl)c([N+](=O)[O-])c1 (configuration not stated)	/	/	7%	15%	?	-14%	/	3.8%	4%
Nc1c([N+](=O)[O-])cc(-c2cnc[nH]2)cc1[N+](=O)[O-]	-0.5%	2%	-6%	1.4%	6%	21%	-8%	-3.6%	1%
CC1(C)CC(=O)C(C(C#Cc2ccccc2)C2=C(O)CC(C)(C)CC2=O)=C(O)C1	-0.1%	10%	-3%	0.5%	4%	13%	-3%	3.2%	-4%
CCc1ccc2[nH]c(=O)c(-c3ccccc3)c(O)c2c1	0.5%	4%	-6%	2.2%	13%	10%	-6%	2.9%	-15%
CCC(=O)NNc1ccc(Br)cc1	0.1%	4%	3%	3.0%	6%	3%	-5%	0.8%	2%
COC(=O)Nc1nncs1	0.1%	0%	-10%	2.0%	6%	-2%	-5%	1.1%	1%
COc1ccc(C(=O)NCC(=O)N/N=C/C=C/c2ccccc2)cc1OC	0.3%	11%	-9%	1.9%	5%	9%	-4%	0.0%	-2%
C/C(=N/NS(=O)(=O)c1ccc(C)cc1)c1cccc(NC(=O)c2cccc(Cl)c2)c1	0.4%	6%	5%	?	-2%	18%	8%	1.7%	5%
CCOc1ccc(-n2cc(C(=O)Nc3cccc(C)n3)c3cc(OC)c(OC)cc3c2=O)cc1	-3.7%	-2%	/	0.4%	/	/	-8%	/	/
CC1CN(C2CCN(S(=O)(=O)c3ccccc3)CC2)CC(C)O1 (configuration not stated)	-0.4%	29%	1%	-2.1%	9%	-7%	6%	1.3%	8%
Clc1ccc(-c2ccn[nH]2)cc1	0.3%	5%	3%	5.5%	4%	-2%	-9%	1.0%	-11%
Cc1cc(C)n(CCNS(=O)(=O)c2ccccc2)n1	-0.8%	5%	5%	0.1%	2%	22%	-2%	0.7%	7%
COc1ccc(OC)c(-c2cc(C(=O)NCCCn3ccnc3)no2)c1	3.8%	3%	-10%	-0.3%	0%	7%	-2%	34%	25%
CCOC(=O)c1ccc(Nc2nc(=O)c3cccnc3s2)cc1	0.6%	4%	-11%	9.3µM*	16%	6%	-6%	-0.2%	17%
Cn1c(=O)n(C)c2cc(NC(=O)c3ccccc3NS(C)(=O)=O)ccc21	i	5%	-5%	0.2%	6%	-2%	14%	1.1%	-6%
CCOC(=O)C(=O)NCC(c1cccs1)S(=O)(=O)c1ccc(C)cc1 (configuration not stated)	-1.6%	2%	-4%	-0.6%	7%	/	-4%	/	/
Oc1ccc(-c2nc3ccccc3s2)cc1	0.6%	15%	-9%	21%	32%	-1%	-3%	2.6%	-6%
CCOC(=O)c1ccccc1NC(=O)C=C(C)C	3.0%	-7%	-8%	1.3%	16%	8%	1%	0.6%	6%
COc1cc(OC)c(S(=O)(=O)Nc2ccc(C)cn2)cc1NC(C)=O	0.9%[50 µM]	5%	-9%	0.9%	7%	-5%	-3%	1.6%	7%
CCCCn1c(N)c(N(CCOC)C(=O)c2cccc(S(=O)(=O)N(CC)c3ccccc3)c2)c(=O)[nH]c1=O	0.2%[50 µM]	7%	6%	2.0%	9%	/	-3%	/	/
Cc1ccc(-n2c(SCc3ccc([N+](=O)[O-])cc3)nc3ccccc3c2=O)cc1	-0.8%	-2%	0%	3.6%	12%	4%	-8%	-1.0%	1%
N#CCC(=O)NCCCc1ccccc1	1.3%[50 µM]	4%	4%	1.1%	14%	-2%	-6%	1.6%	10%

Outcome played no part in choosing rows (roughly 1.5% active in at least one column).
